CAL PDZ FP-1: inhibitors of human CAL PDZ peptide binding; Q9HD26; purified CAL PDZ, TMR-peptide fluorescence polarization, 1 h; inhibition, % at 24.9 µM; hit rate 0.92% among 300,000; AID 602252;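 active = mean inhibition of at least 30% with at least half of replicates also reaching 30%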;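 also: 0% = DMSO neutral control and 100% = excess unlabeled competitor peptide PRC23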
phage Ecoli inh: E. coli growth loss with phage present | growth absorbance | inhibition, % at 11.9 µM | hit rate 0.26% among 360,000; in the data active = inhibition above about 11%
CAL PDZ FP-2: human CAL PDZ-peptide interaction inhibition | AID 504414 | purified CAL PDZ, TMR-peptide fluorescence polarization, 1 h | inhibition, % at 20 µM | hit rate 0.02% among 330,000;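 active = highest replicate inhibition of at least 40%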;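 also: plate controls were DMSO neutral control wells for no effect and unlabeled competitor peptide control wells for full effect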
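Material: tagged CAL PDZ domain; buffer or medium: 25 mM sodium phosphate pH 7.4, 150 mM NaCl, TCEP, IgG, Thesit; compound dosing: single point, 20 µM; schedule: 1 h incubation at room temperature before polarization reading; measured by: FP readout, S and P plane fluorescence; read-out basis: percent inhibition from loss of millipolarization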
AddAB inh: less growth of phage-infected E. coli with AddAB. E. coli expressing H. pylori AddAB, absorbance growth. inhibition, % at 11.9 µM. hit rate 0.29% among 330,000. AID 435030; in the data active = inhibition above about 12%;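 also: 0% = vehicle wells of infected cells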
SR-BI DiI-HDL act: enhances SR-BI lipid uptake from DiI-HDL | CHO ldlA[mSR-BI] cells, DiI-HDL uptake fluorescence, 3 h; 100 = double the neutral-control signal | activation, % at 12.5 µM | hit rate 0.096% among 320,000 | AID 504775;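 active = mean replicate activation of at least 60% and every replicate at or above 60%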;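 also: 0% = median plate neutral-control signal and 100% = twice that signal; values of inactives mirror those of a sister screen read the other way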
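material = CHO ldlA[mSR-BI] cells | medium = Ham's F12 with 0.5% BSA, HEPES 25 mM, pH 7.4 | reagent = fluorescent DiI-HDL, 10 µg/mL final | compound dosing = single-point compound dose | incubation = 3 h, 37 °C | measured by = bottom-read fluorescence, 550/595 nm | measure = HDL uptake via cellular fluorescence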
Tat transport: inhibitors of E. coli Tat protein transport. E. coli MC4100 TorA-mCherry Tat export, fluorescence. inhibition, % at 10 µM. hit rate 0.036% among 340,000. AID 488895;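 active = mean replicate inhibition at least 50% and at least half of replicates individually reaching 50%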;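 also: exported cargo escapes ClpAP degradation while cytoplasmic cargo is degraded and loses fluorescence; 0% = median of neutral control wells and 100% = median of NaSCN control wells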
Wnt bcat act: activates Wnt/beta-catenin signaling in a reporter cell assay; activation, % at 9.35 µM; AID 743398; hit rate 1.2% among 300,000; activator, plate reader; in the data active = activation above about 30%, passing the limit was not always enough;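 also: 0% = neutral control wells and 100% = positive control wells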
SR-BI DiI inh: mouse SR-BI HDL lipid transfer inhibition; Q61009; ldlA[mSR-BI] CHO cells, DiI-HDL uptake fluorescence, 3 h; inhibition, % at 12.5 µM; hit rate 0.96% among 320,000;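 active = mean replicate inhibition of at least 70% and a set share of replicates each scoring 70 or more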;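 also: 0% = median of neutral control wells and 100% = median of positive control wells; values of inactives mirror those of a sister screen read the other way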
Target sequence (Q61009 whole entry, looked up): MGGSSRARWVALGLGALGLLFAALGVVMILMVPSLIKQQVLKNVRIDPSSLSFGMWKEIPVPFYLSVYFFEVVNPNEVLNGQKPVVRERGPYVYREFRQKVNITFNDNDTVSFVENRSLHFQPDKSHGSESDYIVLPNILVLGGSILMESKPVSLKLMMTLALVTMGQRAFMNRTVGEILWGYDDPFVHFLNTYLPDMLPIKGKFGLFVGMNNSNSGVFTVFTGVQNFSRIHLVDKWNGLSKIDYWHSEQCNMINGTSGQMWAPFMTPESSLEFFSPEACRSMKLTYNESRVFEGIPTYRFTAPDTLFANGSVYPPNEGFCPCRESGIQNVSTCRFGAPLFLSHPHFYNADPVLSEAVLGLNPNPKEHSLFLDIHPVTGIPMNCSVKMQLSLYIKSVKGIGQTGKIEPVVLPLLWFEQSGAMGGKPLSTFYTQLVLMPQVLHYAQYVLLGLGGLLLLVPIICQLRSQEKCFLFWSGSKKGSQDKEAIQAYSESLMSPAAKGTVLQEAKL
Ecoli viability: counter-screen for AddAB inhibitors: E. coli growth inhibition. E. coli V3065 growth, OD600 absorbance, 18 h. inhibition, % at 11.9 µM. hit rate 0.27% among 330,000. AID 449728;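 active = inhibition above the campaign's mean inhibition across all tested compounds plus 3 SD, cut at about 9.9% in these data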;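 also: uninfected addAB+ strain grown without phage in ampicillin broth; 0% = DMSO wells and 100% = ciprofloxacin 0.95 µg/ml wells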
MITF TRPM1 HTS: activators of MITF-driven TRPM1 promoter activity in SK-MEL-5 cells; SK-MEL-5 TRPM1-promoter luciferase, 24 h; % of positive control, neutral wells = 0; activation, % at 12.5 µM; hit rate 0.75% among 300,000;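 active = mean activation of at least 80% with every replicate also reaching 80%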;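 also: 0% = neutral control wells and 100% = parthenolide positive control wells; values of inactives mirror those of a sister screen read the other way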
Numbers without * were called inactive.

For O=C(CSc1nc2ccccc2[nH]1)NCCN1CCCCC1 the results were CAL PDZ FP-1 2, phage Ecoli inh -0.5, CAL PDZ FP-2 -0.8, AddAB inh 2.4, SR-BI DiI-HDL act 16, Tat transport -8, SR-BI DiI inh -16, Ecoli viability -3.0 and MITF TRPM1 HTS 3.
For CC1(C)Cc2c(cnn2-c2cccc(F)c2)C(NC(=O)C2CCOCC2)C1 (centres undefined) the results were CAL PDZ FP-1 -2, phage Ecoli inh -0.7, CAL PDZ FP-2 -0.3, AddAB inh -0.3, SR-BI DiI-HDL act 12, Tat transport 3, Wnt bcat act -1, SR-BI DiI inh -12, Ecoli viability -0.3 and MITF TRPM1 HTS 10.
`COc1ccc(/C(O)=C2/C(=O)C(=O)N(c3ccccn3)C2c2ccc(F)cc2)cc1` (centres undefined) gave CAL PDZ FP-1 -3, phage Ecoli inh -0.9, CAL PDZ FP-2 0.4, SR-BI DiI-HDL act -6, Tat transport -2, Wnt bcat act 1, SR-BI DiI inh 6 and MITF TRPM1 HTS 84*.
`COc1ccc(CC(=O)OCc2nnc(-c3ccccc3)o2)cc1` gave CAL PDZ FP-1 9, phage Ecoli inh 3.1, CAL PDZ FP-2 -1.2, AddAB inh 0.9, SR-BI DiI-HDL act 32, Tat transport 2, Wnt bcat act -2, SR-BI DiI inh -32, Ecoli viability 2.2 and MITF TRPM1 HTS 5.
Screening COc1ccc(S(=O)(=O)N2CCC(C(=O)NC(c3nc4ccccc4[nH]3)C(C)C)CC2)cc1 (centres undefined) returned CAL PDZ FP-1 -6, phage Ecoli inh 2.1, CAL PDZ FP-2 0.3, AddAB inh 0.5, SR-BI DiI-HDL act 3, Tat transport 1, Wnt bcat act -2, SR-BI DiI inh -3, Ecoli viability -0.2 and MITF TRPM1 HTS 3.
Screening COc1ccc(NC(=O)c2ccc3nc[nH]c3c2)cc1 returned CAL PDZ FP-1 3, phage Ecoli inh -0.3, CAL PDZ FP-2 0.2, AddAB inh 1.6, SR-BI DiI-HDL act 16, Tat transport -2, Wnt bcat act -2, SR-BI DiI inh -16, Ecoli viability -0.4 and MITF TRPM1 HTS 49.
For O=C(CNCc1ccc(F)cc1)Nc1ccc(S(=O)(=O)N2CCOCC2)cc1 the results were CAL PDZ FP-1 1, phage Ecoli inh 0.2, CAL PDZ FP-2 -0.5, AddAB inh 2.2, SR-BI DiI-HDL act 26, Tat transport 7, Wnt bcat act 1, SR-BI DiI inh -26, Ecoli viability 0.8 and MITF TRPM1 HTS 0.
Screening OCCCc1nc2n(n1)C(c1ccccc1)C=C(c1ccc(F)cc1)N2 (centres undefined) returned phage Ecoli inh 1.9, CAL PDZ FP-2 -1.5, AddAB inh -0.8, SR-BI DiI-HDL act -11, Tat transport 1, SR-BI DiI inh 11, Ecoli viability -0.5 and MITF TRPM1 HTS 2.
`CCOc1ccc(CCNC(=O)C2CCCN(c3nn4c(=O)cc(C)nc4s3)C2)cc1` (centres undefined) gave CAL PDZ FP-1 -3, phage Ecoli inh 3.8, CAL PDZ FP-2 -0.6, AddAB inh -1.0, SR-BI DiI-HDL act -1, Tat transport -15, Wnt bcat act -1, SR-BI DiI inh 1, Ecoli viability -0.5 and MITF TRPM1 HTS -1.
Cc1ccccc1CNS(=O)(=O)c1c(C)[nH]c(C)c1C(=O)N1CCCCC1 was read as CAL PDZ FP-1 -3, phage Ecoli inh 1.1, CAL PDZ FP-2 -0.9, AddAB inh 2.0, SR-BI DiI-HDL act -9, Tat transport 5, Wnt bcat act 1, SR-BI DiI inh 9, Ecoli viability -0.9 and MITF TRPM1 HTS -13.
`CC1CCN(CC(C)OC(=O)c2ccco2)CC1` (centres undefined) gave CAL PDZ FP-1 3, phage Ecoli inh 1.9, CAL PDZ FP-2 -2.0, AddAB inh 1.2, SR-BI DiI-HDL act 10, Tat transport 9, Wnt bcat act -1, SR-BI DiI inh -10, Ecoli viability 3.6 and MITF TRPM1 HTS 10.
`COC(=O)c1ccccc1NC(=O)/C=C/c1cc(OC)c(OC)c(OC)c1` gave CAL PDZ FP-1 -2, phage Ecoli inh 2.4, CAL PDZ FP-2 -0.1, AddAB inh 6.5, SR-BI DiI-HDL act -65, Tat transport -4, SR-BI DiI inh 65, Ecoli viability 0.9 and MITF TRPM1 HTS 12.
O=C(COC(=O)c1cc(S(=O)(=O)NCc2ccccc2)ccc1O)NCc1ccccc1 was read as CAL PDZ FP-1 -3, phage Ecoli inh 0.8, AddAB inh 1.2, SR-BI DiI-HDL act 0, Tat transport 5, Wnt bcat act -1, SR-BI DiI inh 0, Ecoli viability 0.6 and MITF TRPM1 HTS 4.
For CCc1nnc2c(N(C)S(=O)(=O)c3ccc(C)cc3)nc3ccccc3n12 the results were CAL PDZ FP-1 -1, phage Ecoli inh 2.5, CAL PDZ FP-2 -3.0, AddAB inh 1.9, SR-BI DiI-HDL act 4, Tat transport -3, Wnt bcat act 3, SR-BI DiI inh -4, Ecoli viability -2.6 and MITF TRPM1 HTS 1.
For COC(C)(C)[C@]12CC(O)(C(C)C)ON1[C@H]1CCCCC1N2O (some centres undefined) the results were CAL PDZ FP-1 1, phage Ecoli inh 2.9, CAL PDZ FP-2 -2.0, AddAB inh 3.8, SR-BI DiI-HDL act 19, Tat transport 0, SR-BI DiI inh -19, Ecoli viability -0.6 and MITF TRPM1 HTS -5.
Screening CC1(C)C2CC=C(/C=N/NC(=O)c3ccc(Cl)cc3)C1C2 (centres undefined) returned CAL PDZ FP-1 -2, phage Ecoli inh 3.1, CAL PDZ FP-2 -0.9, AddAB inh 0.2, SR-BI DiI-HDL act -15, Tat transport -7, Wnt bcat act -2, SR-BI DiI inh 15, Ecoli viability -1.5 and MITF TRPM1 HTS -7.
O=C(NCCOc1ccccc1)C1CCC(=O)N(C2CCCCCC2)C1 (centres undefined) was read as CAL PDZ FP-1 -4, phage Ecoli inh 2.1, CAL PDZ FP-2 1.4, AddAB inh 0.6, SR-BI DiI-HDL act -16, Tat transport 1, Wnt bcat act 1, SR-BI DiI inh 16, Ecoli viability -0.7 and MITF TRPM1 HTS -14.
For CCC(C)(NC(=O)c1ccccn1)C(=O)NC1CCCC1 (centres undefined) the results were CAL PDZ FP-1 1, phage Ecoli inh 0.6, CAL PDZ FP-2 -0.7, AddAB inh -3.1, SR-BI DiI-HDL act 18, Tat transport -7, Wnt bcat act 1, SR-BI DiI inh -18, Ecoli viability -1.5 and MITF TRPM1 HTS 5.
`Clc1cccc(-c2nnc(SCc3nc4ccccc4[nH]3)n2Cc2ccco2)c1` gave CAL PDZ FP-1 -7, phage Ecoli inh 1.2, CAL PDZ FP-2 -2.4, AddAB inh -1.4, SR-BI DiI-HDL act -11, Tat transport 2, Wnt bcat act -1, SR-BI DiI inh 11 and Ecoli viability -0.3.
For COc1ccccc1CNS(=O)(=O)c1cc2c3c(c1)C(C)C(=O)N3CCC2 (centres undefined) the results were CAL PDZ FP-1 -2, phage Ecoli inh 3.2, CAL PDZ FP-2 -2.1, AddAB inh 1.8, SR-BI DiI-HDL act -1, Tat transport -3, Wnt bcat act 0, SR-BI DiI inh 1, Ecoli viability 0.2 and MITF TRPM1 HTS -3.
`O=C1OCC(CO)(CO)N=C1NNc1ccccc1[N+](=O)[O-]` gave CAL PDZ FP-1 1, phage Ecoli inh 2.3, CAL PDZ FP-2 -1.7, AddAB inh 0.0, SR-BI DiI-HDL act 5, Tat transport 7, Wnt bcat act -5, SR-BI DiI inh -5, Ecoli viability 0.3 and MITF TRPM1 HTS 12.
Screening CCN(CC)CCOC(=O)CCc1cccc2ccccc12 returned CAL PDZ FP-1 -1, phage Ecoli inh 2.2, CAL PDZ FP-2 -3.1, AddAB inh 3.8, SR-BI DiI-HDL act 10, Tat transport 0, SR-BI DiI inh -10 and Ecoli viability 0.9.
Screening COC(=O)CN(C(=O)CSc1nnc(-c2cccc(OC)c2)o1)c1ccc(OC)cc1 returned CAL PDZ FP-1 -3, phage Ecoli inh 3.3, CAL PDZ FP-2 -0.3, AddAB inh 3.0, SR-BI DiI-HDL act -15, Tat transport -3, SR-BI DiI inh 15, Ecoli viability 1.6 and MITF TRPM1 HTS 8.
Screening CCCn1c(=S)[nH]c2cc(Cl)ccc21 returned CAL PDZ FP-1 -2, phage Ecoli inh 4.3, CAL PDZ FP-2 -1.3, AddAB inh 0.0, SR-BI DiI-HDL act 2, Tat transport -3, Wnt bcat act 0, SR-BI DiI inh -2, Ecoli viability 0.3 and MITF TRPM1 HTS -10.
`COc1cccc(-c2nc(CS(=O)(=O)CC(=O)NCCCOC(C)C)c(C)o2)c1` gave CAL PDZ FP-1 1, phage Ecoli inh 2.8, CAL PDZ FP-2 -0.8, AddAB inh -0.2, SR-BI DiI-HDL act -27, Tat transport 6, Wnt bcat act -2, SR-BI DiI inh 27, Ecoli viability -1.7 and MITF TRPM1 HTS 1.
Screening Cn1ncc2c(O/N=C(\N)c3ccc(C(C)(C)C)cc3)ncnc21 returned CAL PDZ FP-2 -1.5, AddAB inh 7.0, SR-BI DiI-HDL act -4, Tat transport -14, SR-BI DiI inh 4 and Ecoli viability 1.6.
For O=C(NCc1ccc(Cl)cc1)c1cc2c(s1)CS(=O)(=O)C2 the results were CAL PDZ FP-1 -1, phage Ecoli inh 1.0, CAL PDZ FP-2 -2.9, AddAB inh 1.5, Tat transport -6, Wnt bcat act 0, SR-BI DiI inh 5, Ecoli viability -1.0 and MITF TRPM1 HTS -2.
For CC1CCN(CCC(=O)N/N=C/c2ccc([N+](=O)[O-])cc2)CC1 the results were CAL PDZ FP-1 163*, phage Ecoli inh 1.5, CAL PDZ FP-2 1.0, AddAB inh 5.8, SR-BI DiI-HDL act 36, Tat transport -3, Wnt bcat act -1, SR-BI DiI inh -36, Ecoli viability 3.0 and MITF TRPM1 HTS 1.
Screening COC(=O)c1[nH]c2c(c1C)C(=O)CC(c1ccccc1)C2 (centres undefined) returned CAL PDZ FP-1 1, phage Ecoli inh 1.2, CAL PDZ FP-2 1.0, AddAB inh -2.0, SR-BI DiI-HDL act -43, Tat transport 0, SR-BI DiI inh 43, Ecoli viability 0.1 and MITF TRPM1 HTS -28.
CCc1cc(=O)oc2cc(OC(C)C(=O)NCc3ccccn3)ccc12 (centres undefined) was read as CAL PDZ FP-1 5, phage Ecoli inh 1.2, CAL PDZ FP-2 -2.1, AddAB inh 3.7, SR-BI DiI-HDL act 8, Tat transport 1, Wnt bcat act -3, SR-BI DiI inh -8, Ecoli viability 1.8 and MITF TRPM1 HTS 3.
O=C(NC1CCN(Cc2ccccc2)CC1)C1CCN(S(=O)(=O)c2cccc3cccnc23)CC1 was read as phage Ecoli inh -0.5, CAL PDZ FP-2 -1.0, AddAB inh 1.6, SR-BI DiI-HDL act -11, Tat transport -4, Wnt bcat act -4, SR-BI DiI inh 11, Ecoli viability -0.8 and MITF TRPM1 HTS -11.
